Source: PubChem
Lipid storage S3 – qHTS Assay for Lipid Storage Modulators in Drosophila S3 Cells; AID 2685; Drosophila S3 cells, BODIPY lipid droplet fluorescence, 18-24 h; cells fed with added oleic acid; Potency in µM for hits, for the others lipid storage change, negative = inhibition, % at the top dose, mostly 46.1 µM; 0.64% of 320,000 active; active = well fitted inhibition curve with a large enough effect in the signal ratio, with a control signal flat, not every such curve was filed as active; inconclusive = small, poorly fitted or top-dose-only effect, or effect the other way, or a change in a side signal; the % refers to the signal ratio
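Drosophila S3 cells loaded with oleic acid (400 uM, as added) and compounds at several concentrations; lipid droplets imaged by 488-nm laser-scanning cytometry, 500–530 nm intensity and object ratio to cell channel. Percent activity normalized to 20 uM Triacsin C.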
Lipid storage S3 cell count max – recorded beside Lipid storage S3, whose call it bears; cell number change, %; measured here: cell count max response;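 cells counted by Cell Tracker Red CMTPX staining in the red channel; peak over a dose series mostly up to 46.1 µM; percent activity relative to internal control wells on each plate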
An asterisk follows results filed as active; i = inactive; ? = inconclusive; . = no result given; [ ] = dose if it differs, or a comment. % is scaled to controls: 0 for no effect and ±100 for the full control effect; potency is read from the fitted curve at half-maximal effect. Only part of the results is shown; rates above refer to the full screens.

Start of the listing, in advance:
SMILES | Lipid storage S3 | Lipid storage S3 cell count max
CCOc1ccc(NC(=O)NN2C(C)CCCC2C)cc1 (stereo not given) | ? | .
CNC(=O)c1cc(S(=O)(=O)Nc2ccc(C)cc2C)ccc1C | ? | .
CC(C)Cc1nnc(NC(=O)CSc2ncn[nH]2)s1 | -1% | 0
CCCC(=O)C1=C(N(C)c2ccccc2)CC(C)(C)C(C(=O)OC)C1=O (stereo not given) | ? | .

Results, repeating the preview:
SMILES | Lipid storage S3 | Lipid storage S3 cell count max
CCOc1ccc(NC(=O)NN2C(C)CCCC2C)cc1 (stereo not given) | ? | .
CNC(=O)c1cc(S(=O)(=O)Nc2ccc(C)cc2C)ccc1C | ? | .
CC(C)Cc1nnc(NC(=O)CSc2ncn[nH]2)s1 | -1% | 0
CCCC(=O)C1=C(N(C)c2ccccc2)CC(C)(C)C(C(=O)OC)C1=O (stereo not given) | ? | .
Cc1cccc(N2CCN(C(=O)Cn3nc(C)n4cccc4c3=O)CC2C)c1 (stereo not given) | ? | .
CC(=O)Nc1ccc(N(C)S(C)(=O)=O)cc1 | ? | .
CC(=O)N1CCN(CC(=O)c2ccc(Br)cc2)CC1 | -15% | .
CC(=O)N[C@H]1[C@H](OCc2ccccc2F)O[C@H](COC(C)=O)[C@@H](OC(C)=O)[C@@H]1OC(C)=O | 9% | 2
COc1cc(/C=N/n2nnnc2N)ccc1O | ? | .
Cc1cc(C)n(-c2nc(NCCO)c3c4c(sc3n2)CCCC4)n1 | ? | .
O=C(/C=C/c1c(Cl)cccc1Cl)N1CCOCC1 | ? | .
COc1cccc(NC(=O)NCCc2ccc(Cl)cc2)c1 | 10% | 15
CCc1ccc(C(=O)NN=C2CCCCCC2)s1 | ? | .
Cc1ccc(-c2nnc3ccc(SC(C)C(=O)O)nn23)cc1 (stereo not given) | ? | .
O=C(c1cc2ccccc2c(=O)o1)N1CCCc2ccccc21 | 27% | 0
C/C(=C\C(=O)c1cccnc1)Nc1ccc(O)cc1 | i | .
Cc1ccc(CC2CC(=O)N(C(Cc3ccccc3)C(=O)O)C2=O)cc1 (stereo not given) | -10% | -8
CCCCNC(=O)C1CCN(Cc2ccccn2)CC1 | ? | .
CCCOc1ccc(C(=O)N2CCN(Cc3ccc4c(c3)OCO4)CC2)cc1 | 23% | 11
Cc1ccc(Nc2nc(N)nc(CN3CCN(Cc4ccc5c(c4)OCO5)CC3)n2)cc1C | -2% | 12
CSCc1ccc(C(=O)NCc2ccccc2)cc1 | -5% | -14
Cc1ccc(C)c(NC(=O)C2CC(O)CN2C(=O)OC(C)(C)C)c1 (stereo not given) | 1% | 18
Cc1ccc(NC(=O)CSc2nnc(Cn3c(=O)sc4ccccc43)n2C)cc1 | 10% | 1
C=CCN(c1ccccc1)S(=O)(=O)c1cc2c(cc1C)N(C)CCO2 | -27% | 11

Retrieved by compound from the entries so far:
SMILES | Lipid storage S3 | Lipid storage S3 cell count max
O=C(c1cc2ccccc2c(=O)o1)N1CCCc2ccccc21 | 27% | 0
Cc1ccc(C)c(NC(=O)C2CC(O)CN2C(=O)OC(C)(C)C)c1 (stereo not given) | 1% | 18

Carrying on.
SMILES | Lipid storage S3 | Lipid storage S3 cell count max
Cc1cccn2c(=O)c3cc(S(=O)(=O)c4ccc(F)cc4)c(=N)n(Cc4ccco4)c3nc12 | 11% | 19
COc1ccc(N2CCN(c3cc(C)c4cccc(C)c4n3)CC2)cc1 | ? | .
O=C(N/N=C\c1ccc(CNS(=O)(=O)c2ccccc2)o1)C(=O)Nc1ccc(F)cc1 | -6% | -3
O=[N+]([O-])c1ccc(Cl)cc1N1CCOCC1 | ? | .
COc1ccc(OC)c(NC(=O)CSc2ccc3nnc(-c4ccccn4)n3n2)c1 | ? | .
COc1ccc(CCN2CC(C(=O)Nc3nnc(Cc4ccccc4)s3)CC2=O)cc1OC (stereo not given) | ? | .
Cc1cccc(CSC2=NCCN2C(=O)c2ccc(S(=O)(=O)N(C)C)cc2)c1 | 21% | 3
Cc1ccc(-c2nnn(CC(=O)N(CC3CCCO3)C(C(=O)NC3CCCCC3)c3ccc(F)cc3)n2)o1 (stereo not given) | ? | .
COCCCC1CCN(Cc2nc(-c3ccccc3)no2)CC1 | 10% | 12
CC(C)CN(C(=O)COC(=O)c1ccc(C#N)cc1)C1CCS(=O)(=O)C1 (stereo not given) | 8% | 1
Cc1ccc(C(=O)COc2ccccc2-c2ccccc2)cc1 | -2% | 6
O=C(C1CCN(S(=O)(=O)N2CCC3(CC2)OCCO3)CC1)N1CCOCC1 | ? | .

Three entries already listed, arranged by length of the SMILES, highest first.
SMILES | Lipid storage S3 | Lipid storage S3 cell count max
Cc1ccc(Nc2nc(N)nc(CN3CCN(Cc4ccc5c(c4)OCO5)CC3)n2)cc1C | -2% | 12
COc1ccc(N2CCN(c3cc(C)c4cccc(C)c4n3)CC2)cc1 | ? | .
CNC(=O)c1cc(S(=O)(=O)Nc2ccc(C)cc2C)ccc1C | ? | .

Next part.
SMILES | Lipid storage S3 | Lipid storage S3 cell count max
CC(=O)Nc1ccc(SCC(=O)Nc2ccccc2Oc2ccccc2)cc1 | -3% | -6
CCOC(=O)CCCc1ccc(/C(C)=N/NC(=S)NC)cc1 | ? | .
CCOC(=O)N1CCN(Cc2nc3c(c(=O)n(C)c(=O)n3C)n2Cc2cccc(C)c2)CC1 | i | -18
Cc1cc(F)ccc1NC(=O)C1CCCO1 (stereo not given) | ? | .
COc1ccc(C(=O)COC(=O)c2cccnc2SC)cc1 | 10% | .
CCc1cc2c(=O)n(-c3ccccc3)c(SCC(N)=O)nc2s1 | ? | .
O=C(CN1C(=O)CCSc2ccc(S(=O)(=O)N3CCOCC3)cc21)Nc1ccccc1Cl | i | -9
C/C(=N\NC(=O)CC#N)c1ccc(Oc2ccccc2)cc1 | 7% | 6
Cc1ccc(S(=O)(=O)/N=C(/Nc2ccc(O)c(C(=O)O)c2)c2ccccc2)cc1 | ? | .
CCCCN(C(=O)CNC(=O)c1ccco1)C(C(=O)NC1CCCCC1)c1ccc(OC)cc1OC (stereo not given) | -3% | -8
CC(C)N(Cc1ccccc1)S(=O)(=O)c1cccs1 | -13% | .
Cc1ccc(C(=O)O/N=C/c2ccc(N(C)C)cc2)cc1 | -1% | -8
O=C(N/N=C1\CCCc2ccccc21)c1ccccc1Cl | ? | .
COc1cccc(/C=N/N2CCN(c3ccccc3OC)CC2)c1 | i | .
COCc1cc(/C=N\NC(=O)Cc2ccc(Cl)cc2)ccc1OC | ? | .
C=CCOc1nc(N(C)C)nc(N(C)C)n1 | ? | .
CN(C1CCCCC1)S(=O)(=O)c1ccc(-n2cnnn2)cc1 | 7% | -2
C/C(=N\NC(=O)CN(c1ccccc1)S(C)(=O)=O)c1ccccc1O | ? | .
COc1c(C(=O)NNC(=O)c2ccccc2Cl)csc1Br | 0% | 7
Cc1ccc(CN2CCN(Cc3ccc(O)cc3)CC2CCO)o1 (stereo not given) | ? | .
COC(=O)c1cc(S(=O)(=O)NCC2CCN(Cc3ccc(C)cc3)CC2)cn1C | ? | .
COc1ccc(-c2cc3n(n2)CCc2nc4ccccc4n2-3)cc1 | ? | .
CC(=O)N(Cc1ccc(F)cc1)C1=C(NCc2ccccc2)C(=O)c2ccccc2C1=O | ? | .
O=C(c1cc(F)c(F)cc1Cl)N1CCN(CCc2ccccc2)CC1 | ? | .
Cc1nc2ccc(Br)cc2c2c1CC(CBr)O2 (stereo not given) | ? | .
O=C(CN1CCCC1)Nc1ccc(Oc2ccc(NC(=O)CN3CCCC3)cc2)cc1 | ? | .
C/C=C(\C)C(=O)NCCN1C2=NC[C@@H](Cc3ccccc3)N2C[C@H]1Cc1ccc(O)cc1 | 0% | 12
COc1cccc(CC(=O)Nc2cccc3ccccc23)c1 | i | 8
C=CCC1(C(=O)NCCO)CCN(C(=O)OC(C)(C)C)CC1 | ? | .
Cc1ccc(OC2=NS(=O)(=O)c3ccccc32)cc1 | ? | .
CCOC(=O)CSc1ccc2nnc(-c3ccncc3)n2n1 | -6% | -9
CCOC(=O)N1CCC(NC(=O)CC2C(=O)NCCN2Cc2ccc(C)cc2)CC1 (stereo not given) | -2% | 8
CC(=O)N1CCN(c2nc3cc4c(cc3nc2NS(=O)(=O)c2ccccc2)OCCO4)CC1 | ? | .
Clc1ccc(-c2csc3ncnc(Cl)c23)cc1 | ? | .
O=C(CCNC(=O)c1ccc(Br)cc1)Nc1cccc(S(=O)(=O)N2CCCCC2)c1 | 0% | 11
Cc1cc(C(=O)Nc2ccc3[nH]ccc3c2)no1 | 0% | 20

As a working copy, some entries already given:
SMILES | Lipid storage S3 | Lipid storage S3 cell count max
O=C(CCNC(=O)c1ccc(Br)cc1)Nc1cccc(S(=O)(=O)N2CCCCC2)c1 | 0% | 11
Cc1cc(C(=O)Nc2ccc3[nH]ccc3c2)no1 | 0% | 20

New compounds follow:
SMILES | Lipid storage S3 | Lipid storage S3 cell count max
O=C(CSc1ncn[nH]1)NN(c1ccccc1)c1ccccc1 | ? | .
Cn1nc(C(=O)NCc2ccco2)c2ccccc2c1=O | 21% | .
COCCNC(=S)N/N=C1\CC(C)CC(C)(C)C1 (stereo not given) | ? | .
O=C(NN(c1ccccc1)c1ccccc1)c1ccccc1F | ? | .
O=C(NCc1ccco1)C1CCCN(c2ncnc3c2nc2n3CCCCC2)C1 (stereo not given) | ? | .
CCc1ccccc1NC(=O)CC(=O)Nc1ccccc1CC | i | -16
Cc1nonc1NC(=O)CSc1nc2ccccc2o1 | ? | .
Cc1ccc2c(c1)c(CC(=O)Nc1ccc(C)c(F)c1)c(C(=O)O)n2C | ? | .
COc1cccc(C(=O)Cn2c(Br)nc3c2c(=O)n(C)c(=O)n3C)c1 | ? | .
CCC1CN(C(=O)NCc2ccccc2)c2cc(C)ccc2O1 (stereo not given) | ? | .
CCC1CCCCN1C(=O)CCCc1ccccc1 (stereo not given) | 11% | -11
O=C(NN1C(=O)C2C3c4ccccc4C(c4ccccc43)C2C1=O)c1ccc(Cl)cc1 (stereo not given) | 0% | -4
O=C(c1ccco1)N1CCc2ccccc21 | 13% | 4
CCc1ccc(NC(=O)CCNS(=O)(=O)c2cccs2)cc1 | ? | .
O=C(Nc1c2c(nc3ccccc13)CCCC2)c1ccccc1F | ? | .
O=C(COC(=O)CC1Sc2ccccc2NC1=O)NCc1ccccc1 (stereo not given) | i[0.0737 µM] | .
NC(=O)CC(NC(=O)c1cccc(Br)c1)c1ccc(NC2CCCCCCC2)c([N+](=O)[O-])c1 (stereo not given) | ? | .
O=C(Nc1nc2c(Cl)cccc2s1)c1ccc([N+](=O)[O-])o1 | 12µM* | -16*
O=C(O)C1C(C(=O)Nc2ccc(Cl)cc2)C2C=CC1C21CC1 (stereo not given) | i | 2
Cc1ccc(S(=O)(=O)NC(CC(C)C)C(=O)Nc2ccncc2)cc1 (stereo not given) | ? | .
COc1cc(C(O)c2nc3ccccc3n2C)cc(OC)c1OC (stereo not given) | i | -8
N#CC1CC(c2ccccc2)=NN1c1ccccc1[N+](=O)[O-] (stereo not given) | ? | .
O=S(=O)(c1ccc(NC(=S)N2CCN(c3ccc(O)cc3)CC2)cc1)N1CCOCC1 | 6% | -5
Cc1cccc(NC(=O)Cn2c([N+](=O)[O-])cnc2C)c1C | -4% | -7
COc1ccc(CN/C(C)=C(/C#N)C(N)=O)cc1OC | ? | .
C=CCSC(=S)Nc1c(C)n(C)n(-c2ccccc2)c1=O | ? | .
Cc1ccc(NC(=O)COC(=O)CN2C(=O)NC3(CCCC3)C2=O)cc1S(=O)(=O)N(C)C | ? | .
CC(C)=CCCC(C)CN1CCC(n2nccc2NC(=O)c2ccccc2)CC1 (stereo not given) | -6% | .
CN1N=C(c2ccc(Cl)cc2)CC(c2ccc(Cl)cc2)C1=O (stereo not given) | 12% | 11
COc1cc(C(=O)N2C(=O)c3cccc(N)c3C2=O)cc(OC)c1OC | ? | .
CCOc1cc2[nH]c(=S)n(CCCN3CCOCC3)c(=O)c2cc1OCC | i | .
O=S(=O)(NCc1ccco1)c1ccc(S(=O)(=O)N2CCCC2)cc1 | -10% | 9
COc1ccc2cc(-c3ccn[nH]3)ccc2c1 | ? | .
FC(F)(F)c1ccccc1CNCc1ccc2c(c1)OCO2 | ? | .
CCOc1ccccc1C1CC(=O)NC2=C1C(=O)CCC2 (stereo not given) | 23% | 13
Cn1c(N)c(C(=O)COC(=O)c2ccccn2)c(=O)n(C)c1=O | ? | .
CC(C)C(=O)c1cn(CC(=O)O)c2ccccc12 | -2%[9.22 µM] | -10
O=C(OCC(=O)N1CCCCC1)c1ccc2c(c1)C(=O)N(Cc1ccco1)C2=O | ? | .
COC(=O)c1ccc(C)c(NC(=O)CCCN2C(=O)NC(C)(C)C2=O)c1 | 2% | 0
O=C(N/N=C\c1cccc(F)c1)c1ccc(Cn2cc(Br)c([N+](=O)[O-])n2)o1 | 5% | 9
CC(=O)c1cccc(NC(=O)C2=CC(c3cccs3)=NS(=O)(=O)N2C)c1 | i | .
Cc1cccc(OCCOCCN2CCOCC2)c1C | 5% | 8
CCN(CC(=O)NC1CCS(=O)(=O)C1)S(=O)(=O)c1ccc(C)c(C)c1 (stereo not given) | ? | .
